GAA850 FXN act: activators of GAA850 frataxin (FXN) promoter; HEK293 lucGAA850 FXN promoter luciferase reporter, 24 h; percent of 10 µM SAHA response; activation, % at 6 µM; 360,000 compounds, 0.56% hits; AID 540364;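 active = activation above the average of all compounds screened plus 3 SD, cutoff fixed separately per campaign, cut at about 7.5% in these data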;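 also: 0% = DMSO wells and 100% = 10 µM SAHA wells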
SMARCA2 activ: increases SMARCA2 function in MMTV reporter cells. MG213 cells, MMTV-luciferase reporter, dexamethasone, overnight. activation, % at 9.1 µM. 370,000 compounds, 1% hits; in the data active = activation above about 7.8%;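 also: 0% = vehicle wells and 100% = reference activator wells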
DAX1 inh-1: inhibitors of DAX1 repression of SF-1 activated StAR promoter. 370,000 compounds, 1.1% hits. inhibition, % at 6.8 µM. HEK293T StAR-luciferase reporter, SF-1/DAX-1 repression relief. AID 652010;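 active = inhibition above the mean over all tested compounds plus 3 SD, cut at about 3.6% in these data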;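 also: 0% = DAX-1 cells with DMSO and 100% = cells lacking DAX-1 with DMSO; higher inhibition means more luminescence from relief of DAX-1 repression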
DAX1 inh-2: inhibitors of human orphan nuclear receptor DAX1 (NR0B1). 340,000 compounds, 0.99% hits. AID 504766. P51843. HEK293 Gal4-DAX1 luciferase reporter, luminescence. inhibition, % at 6.75 µM;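 active = inhibition above the mean over all tested compounds plus 3 SD, cut at about 4.2% in these data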;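 also: 0% = DAX1-transfected cells with DMSO and 100% = empty-vector control cells with DMSO; inhibition shows as a rise in luminescence from relieved DAX1 repression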
Target sequence (P51843 207-470 limits assumed): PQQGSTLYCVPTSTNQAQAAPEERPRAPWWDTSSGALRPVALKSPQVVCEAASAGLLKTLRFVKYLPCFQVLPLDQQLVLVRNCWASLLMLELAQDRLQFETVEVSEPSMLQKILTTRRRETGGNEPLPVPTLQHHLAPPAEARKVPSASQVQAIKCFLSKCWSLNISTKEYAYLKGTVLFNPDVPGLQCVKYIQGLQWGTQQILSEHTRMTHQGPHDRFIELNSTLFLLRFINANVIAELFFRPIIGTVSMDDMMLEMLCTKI
sPLA2-III inh: Inhibits HGIII-sPLA2 liposome hydrolysis, primary screen; QFRET BODIPY PC-A2 liposome hydrolysis, fluorescence; 370,000 compounds, 0.56% hits; Q9NZ20; inhibition, % at 12.2 µM;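 active = inhibition above mean plus 3 SD of compounds lying within the high and low control bounds, cut at about 19% in these data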;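 also: 0% = median of test compound wells and 100% = no enzyme DMSO wells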
Target sequence (Q9NZ20 whole entry, looked up): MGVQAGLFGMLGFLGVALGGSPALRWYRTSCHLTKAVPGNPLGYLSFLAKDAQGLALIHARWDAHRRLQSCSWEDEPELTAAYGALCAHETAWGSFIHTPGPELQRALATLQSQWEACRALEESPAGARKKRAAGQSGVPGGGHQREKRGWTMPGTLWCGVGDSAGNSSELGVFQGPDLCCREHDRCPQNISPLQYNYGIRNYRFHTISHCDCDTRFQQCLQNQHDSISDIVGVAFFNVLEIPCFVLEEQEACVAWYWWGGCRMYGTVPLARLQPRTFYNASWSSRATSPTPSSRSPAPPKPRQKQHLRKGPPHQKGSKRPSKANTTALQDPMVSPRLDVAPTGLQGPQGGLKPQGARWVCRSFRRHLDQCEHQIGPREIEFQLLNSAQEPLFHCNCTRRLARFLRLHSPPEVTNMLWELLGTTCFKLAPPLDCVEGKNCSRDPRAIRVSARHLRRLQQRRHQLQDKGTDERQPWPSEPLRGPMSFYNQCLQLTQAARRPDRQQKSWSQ
proKLK7 act: activators of human kallikrein-7 zymogen | P49862 | purified proKLK7, EDANS-DABCYL substrate fluorescence; 100% is mature enzyme control, 0% vehicle | activation, % at 7 µM | 370,000 compounds, 0.9% hits | AID 652039;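 active = activation above the mean of all tested compounds plus 3 SD, computed per campaign excluding outliers beyond control limits, cut at about 13% in these data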
Target sequence (P49862 whole entry, looked up): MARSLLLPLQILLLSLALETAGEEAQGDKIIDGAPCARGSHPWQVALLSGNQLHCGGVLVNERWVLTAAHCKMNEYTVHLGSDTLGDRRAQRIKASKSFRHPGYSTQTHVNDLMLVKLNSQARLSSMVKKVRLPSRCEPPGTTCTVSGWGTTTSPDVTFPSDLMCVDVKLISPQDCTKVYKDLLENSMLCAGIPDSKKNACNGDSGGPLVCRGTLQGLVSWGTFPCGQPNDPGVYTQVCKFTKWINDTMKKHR
hgDAF12 agonist: hgDAF-12 agonism, primary luciferase screen; HEK293 GAL4-hgDAF12 UAS-luciferase reporter, agonist luminescence; normalized to butyrate control; activation, % at 6.8 µM; 370,000 compounds, 1.8% hits; AID 687014;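 active = activation above a cutoff set at the mean of all screened compounds plus 3 SD, cut at about 10% in these data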;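 also: 0% = DMSO wells and 100% = sodium butyrate wells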
hcDAF12 agonist: activators of H. contortus DAF-12 nuclear receptor; HEK293 hcDAF-12 lit1-tk-luc reporter, luminescence; 0% DMSO, 100% Δ7-dafachronic acid; activation, % at 6.8 µM; 370,000 compounds, 1.4% hits;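 active = activation above the mean of all tested compounds plus 3 SD, cut at about 5.5% in these data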;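 also: 100% = response to 3 µM Δ7-dafachronic acid high control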
ssDAF12 agonist: activates DAF-12 receptor from parasite S. stercoralis; AID 652126; activation, % at 6.8 µM; 370,000 compounds, 1% hits; HEK293 ssDAF-12/GRIP1 lit1-tk-luc reporter, luminescence; % of 3 µM dafachronic acid response;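 active = activation above the mean over all tested compounds plus 3 SD, cut at about 0.9% in these data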;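 also: 0% = DMSO-only wells and 100% = 3 µM delta7-dafachronic acid wells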
NPR1 activator: GC-A (human) enzyme activation. activation, % at 10 µM. 370,000 compounds, 0.14% hits. P16066. HEK293 GC-A cells, cGMP TR-FRET, EC30 ANP; 0% at EC30 ANP, 100% saturating ANP; in the data active = activation above about 40%
GC-B act: GC-B (human) receptor activation; 370,000 compounds, 0.11% hits; AID 1920062; activation, % at 10 µM; HEK293-GC-B cells, CNP EC30, cGMP TR-FRET; 0% at EC30 CNP, 100% saturating CNP; P20594;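 active = activation at 10 µM reaching about 35% in either raw or pattern-adjusted values, limit read from the data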
* hit, by the source's call; / = not tested or not shown.

SMILES	GAA850 FXN act	SMARCA2 activ	DAX1 inh-1	DAX1 inh-2	sPLA2-III inh	proKLK7 act	hgDAF12 agonist	hcDAF12 agonist	ssDAF12 agonist	NPR1 activator	GC-B act
O=C(COc1ccccc1/C=C\c1nc(O)c([N+](=O)[O-])c(=O)[nH]1)Nc1ccccc1	6.2	-1	2.0	1.3	1	0.3	5.8	2.6	-0.6	-6	3
CCCc1nc2oc3c(NCCN(C)C)ncnc3c2c2c1CCCC2	4.8	2	-0.2	0.5	-6	-0.1	-0.7	-1.1	-0.9	6	-12
CCOC(=O)C1(S(=O)(=O)c2ccccc2)CCN(Cc2ccc(Cl)cc2)CC1	2.7	-5	-1.3	0.0	-7	0.3	0.6	0.6	-1.5	-4	2
CC(C)N1CCN(Cc2cn[nH]c2C2CCCCC2)CC1CCO (configuration not stated)	0.2	-2	-0.6	1.3	7	0.0	1.7	1.0	-0.9	-4	1
CCN(CC(=O)N1CCOCC1)S(=O)(=O)c1ccc2ccccc2c1	2.7	-2	-0.3	-2.3	0	-0.7	-2.0	2.5	-0.9	-4	-7
CO/N=C/NC(=O)c1c(OC)ccnc1Oc1ccc(Cl)cc1	0.3	2	0.2	-0.8	-3	0.1	-0.4	0.8	-0.5	3	-3
Cn1c(=O)c2c([nH]c(=S)n2Cc2ccc(Cl)cc2)n(C)c1=O	-2.0	-3	-0.4	0.0	8	-0.8	0.8	1.9	-0.3	3	6
N#Cc1ccccc1OC[C@@H](O)CN1CCC(C(O)(c2ccccc2)c2ccccc2)CC1	/	-5	-0.8	/	-25	0.6	-4.5	-1.4	-0.7	-22	-16
COc1ccc(Cl)cc1/C=C/c1ccc2cccc(O)c2n1	1.9	6	-0.5	-0.1	14	-3.5	6.4	7.7*	0.3	1	0
COc1ccc(NC(=O)c2cc(C)cc(C)c2)cc1[N+](=O)[O-]	2.0	-4	-1.6	-0.2	-8	-0.9	-0.9	-1.9	-2.1	-7	-5
Cc1cc(C)n(-c2nc3ccccc3[nH]c2=O)n1	1.2	0	-0.4	4.3*	3	-9.9	2.5	-1.0	-0.9	1	-2
O=[N+]([O-])c1cnccc1NC1CCCCC1	5.5	-3	-0.8	-1.8	12	-0.2	-0.3	-1.1	-1.8	4	-4
CCOC(=O)C1CCCCN1Cc1cccc(Oc2ccccc2)c1 (configuration not stated)	1.8	2	-0.1	0.4	-1	-0.2	-2.2	-0.9	-0.9	-1	-1
COc1ccc(NC(=O)C2CCN(S(=O)(=O)c3c(C)noc3C)CC2)cc1OC	0.5	0	0.2	0.2	1	-0.1	3.2	-0.2	-0.9	-2	2
COc1cccc(-c2cnc(C(O)c3ccc(-c4ccccc4)cc3)[nH]2)c1 (configuration not stated)	0.8	-1	0.2	/	-27	0.4	-0.1	-0.3	-1.3	-6	-4
Cc1ccc(Cn2ccc(NC(=O)c3cc(-c4ccc(Cl)cc4)on3)n2)cc1	1.4	1	-0.5	1.2	3	-0.1	1.6	-0.6	-1.3	0	3
Cc1ccc2c(c1)N(CC(=O)NCc1ccco1)C(=O)C(C(C)C)O2 (configuration not stated)	-0.8	-1	-0.1	1.0	-16	-0.2	5.7	0.2	-2.1	-1	-3
O=C1/C(=C\c2ccco2)SC(=S)N1c1ccc(O)cc1	0.6	-2	-0.4	-0.6	-3	0.2	5.6	0.1	-0.7	-10	-2
CCOc1ccc(NS(=O)(=O)c2ccc3[nH]c(=O)c(=O)[nH]c3c2)cc1	0.3	2	0.1	/	0	0.1	9.2	0.5	-0.3	3	0
Cc1ccccc1OCc1nnc(SCC(=O)O)n1-c1cccc(Cl)c1	0.8	1	-0.5	0.4	-10	0.3	1.6	-1.0	-0.9	3	3
CCOC(=O)CSC1=NC(=O)CS1	3.3	-1	-0.9	0.7	-6	-3.1	-0.7	-1.6	-0.8	3	0
COC(=O)CCCC(=O)Nc1ccc(Cl)c(Cl)c1	-0.6	2	-0.2	-0.4	-5	-0.1	-0.1	0.1	-1.5	1	4
O=C(CCCN1C(=O)/C(=C/c2ccccc2)SC1=S)Nc1cccc(O)c1	-2.6	0	-0.1	-1.1	-19	0.1	3.8	-1.4	-1.2	-3	-12
CCN1CCN(C(=S)Nc2sc(C)c(-c3ccccc3)c2C(=O)OC)CC1	-0.1	-2	-2.1	2.1	8	0.9	-0.3	-2.2	-1.2	-2	1
CCN1C(=O)C2(C(C#N)=C(N)Oc3n[nH]c(C(C)C)c32)c2ccccc21 (configuration not stated)	-1.1	-4	-0.4	0.7	-2	0.5	-0.5	-0.6	-0.9	0	5
Nc1nc(CSc2nc3ccccc3s2)nc(N2CCOCC2)n1	5.6	5	-0.6	-0.1	-10	0.1	-0.8	0.5	-1.2	-1	0
O=C(Nc1cccc(C(F)(F)F)c1)N1CCN(C(=O)Nc2cccc(C(F)(F)F)c2)CC1	-1.4	-2	0.6	-1.2	6	0.1	3.3	-0.7	-1.5	-4	2
O=c1c2ccccc2nc2n1CCc1c-2[nH]c2ccccc12	6.5	16*	7.8*	4.9*	3	0.8	25*	13*	3.6*	17	16
COCCn1c(=NC(=O)CCS(=O)(=O)c2ccccc2)sc2cc(C)ccc21	-0.4	-1	-1.1	-0.7	0	0.7	-1.5	-1.6	-0.8	-7	2
O=C(NNC(=S)NC(=O)c1ccccc1)c1cccc([N+](=O)[O-])c1	-1.4	-3	0.2	3.4	25*	0.1	1.4	1.4	-1.4	0	-4

Entries of single compounds as entered above. Values in the order: GAA850 FXN act | SMARCA2 activ | DAX1 inh-1 | DAX1 inh-2 | sPLA2-III inh | proKLK7 act | hgDAF12 agonist | hcDAF12 agonist | ssDAF12 agonist | NPR1 activator | GC-B act
`O=C(NNC(=S)NC(=O)c1ccccc1)c1cccc([N+](=O)[O-])c1` is entered as -1.4 | -3 | 0.2 | 3.4 | 25* | 0.1 | 1.4 | 1.4 | -1.4 | 0 | -4
`CCN1CCN(C(=S)Nc2sc(C)c(-c3ccccc3)c2C(=O)OC)CC1` is entered as -0.1 | -2 | -2.1 | 2.1 | 8 | 0.9 | -0.3 | -2.2 | -1.2 | -2 | 1

More records.
SMILES	GAA850 FXN act	SMARCA2 activ	DAX1 inh-1	DAX1 inh-2	sPLA2-III inh	proKLK7 act	hgDAF12 agonist	hcDAF12 agonist	ssDAF12 agonist	NPR1 activator	GC-B act
CCOC(=O)[C@H]1[C@H]2COc3ccc(Cl)cc3[C@@H]2N2C(=O)CN(Cc3ccc(F)cc3)C(=O)[C@@]12C	0.6	0	-0.3	0.0	0	0.1	-3.5	0.6	-1.5	-5	-7
c1cncc(-c2csc(NCc3ccco3)n2)c1	3.5	4	-0.3	-0.6	-4	0.1	8.2	-1.1	0.3	5	7
O=C(COC(=O)c1cccc([N+](=O)[O-])c1)NNC(=O)c1cccs1	0.9	1	0.6	-1.0	5	-0.1	-0.1	-1.3	-1.2	-1	-1
CCOC(=O)c1c(-c2cccc([N+](=O)[O-])c2)csc1NC(=O)CCCOc1ccccc1OC	2.8	0	0.0	0.0	-1	-0.2	-1.2	-1.2	-1.2	2	-4
COc1ccc(NC(=O)CSCC(=O)N(C)CC(=O)Nc2ccc(Cl)c(C(F)(F)F)c2)cc1	5.8	-1	-1.3	-0.9	-1	-0.2	1.3	-0.4	-0.7	-2	-6
COc1ccc(NS(=O)(=O)c2ccc(NC(=O)c3ccc(N(C)S(C)(=O)=O)cc3)cc2)cc1	-1.9	-8	-3.3	-4.9	-52	0.6	-8.4	-5.3	-2.5	-1	-3
O=C(OCC(=O)c1ccccc1Br)c1ccncc1	-0.8	-1	1.3	1.5	8	-0.5	-0.4	1.1	-1.2	9	0
O=C(/C=C/c1cccc([N+](=O)[O-])c1)N(c1ccccn1)c1ccccn1	1.2	-2	0.5	-1.7	-3	-0.1	-0.8	0.3	-1.7	-5	-2
O=C(NC(=S)NCCc1ccc(Cl)cc1)c1ccco1	0.2	1	-0.7	0.7	-12	-0.3	1.2	-0.5	-0.9	1	-2
Cc1ccc(S(=O)(=O)N2CCCCC2)cc1NC(=S)NC(=O)c1ccco1	2.1	-3	-0.1	0.1	5	0.4	0.8	-2.0	-1.4	4	7
Cc1noc(C)c1S(=O)(=O)N1CCCC(C(=O)Nc2nccs2)C1 (configuration not stated)	1.1	-4	-1.3	-1.0	3	-0.4	-1.1	-2.1	-0.7	-1	-5
O=C(NC1CCCCC1)c1ccc(-c2ccccc2F)o1	3.6	6	8.7*	1.5	-4	-0.1	20*	10*	2.0*	-3	-3
CCOc1ccc(Br)cc1/C=N/NC(=O)c1ccncc1	-2.1	1	-0.4	1.0	-3	-0.1	0.4	0.9	-1.4	-3	-2
COC(=O)C1(c2ccccc2)NC(c2cccs2)C2C(=O)N(C)C(=O)C21 (configuration not stated)	3.2	-3	0.5	0.9	5	-0.2	3.6	0.1	-1.0	-16	-11
O=C(CC[C@H]1O[C@@H](n2cnc3c(NC(=O)c4ccccc4)ncnc32)[C@H](O)[C@@H]1O)NCCCN1CCCC1=O	/	-3	0.5	/	1	-0.2	1.0	0.8	-0.8	-1	-5
COc1cc2c(c(OC)c1OC)C(c1ccc(C)cc1)CC(=O)O2 (configuration not stated)	0.7	-2	-1.0	-1.0	-1	1.0	-4.9	-0.1	-0.2	0	-2
CCOC(=O)C1(Cc2cccc(F)c2)CCN(Cc2nc(CC)[nH]c2C)CC1	0.7	0	1.3	-1.1	-7	-0.1	-2.4	-1.6	-0.7	8	5
Cc1ccc2cc(/C=N/NC(=O)c3ccc(F)cc3)c(Cl)nc2c1	-0.1	-3	-1.1	0.7	7	-0.4	-1.4	0.6	-2.1	-3	-2
CN(C)CCCn1c(NCc2ccc3c(c2)OCO3)nc2ccccc21	-0.1	-1	0.3	-0.4	6	-0.3	-1.1	-1.6	-0.3	1	-1
O=C(Nc1cccc2ccccc12)N1CCN(c2ccc(F)cc2)CC1	2.4	1	0.2	0.2	5	-4.3	1.2	-0.7	-1.2	6	-2
COC(=O)C1=C(C)N(Cc2ccc(OC)c(OC)c2)C(=O)C1	2.6	1	-0.7	-0.9	-12	-0.5	-1.7	-1.8	-0.9	4	3
N#CCSc1nc2ccccc2c(=O)n1CCCC(=O)NCc1ccco1	4.2	0	-0.2	-1.1	1	0.5	-3.8	-0.8	-1.4	-2	-2
CCOc1ccc(CCNC(=O)Cc2ccc(NC3=NC4CS(=O)(=O)CC4S3)cc2)cc1OCC (configuration not stated)	-0.4	1	0.9	1.0	0	0.1	-2.8	-0.3	-1.0	3	-2
Cc1cc(C)n2nc(C(=O)N/N=C/C=C/c3ccccc3)nc2n1	2.6	3	0.8	/	2	0.7	-1.4	0.0	-1.9	3	-1
C/C(=N\NC(N)=S)c1cccnc1	0.2	-6	-0.8	-0.9	15	-0.2	-3.0	-1.6	-1.3	6	2
COc1cc(CNCCCN2CCOCC2)c(Br)cc1OC(C)C	3.7	3	1.4	3.1	3	0.3	0.2	-1.9	-1.2	0	4
OC(c1ccccc1)c1ncc(-c2cccc(OCc3ccccc3)c2)[nH]1 (configuration not stated)	-1.5	-3	-0.7	/	-23	0.2	-2.1	-2.2	-1.0	-1	-1
O=C(NC(=S)N1CCCCC1c1cccnc1)c1ccccc1 (configuration not stated)	-0.3	1	0.4	0.6	9	0.0	-2.3	-1.5	-1.4	1	9

Compound activity from PubChem BioAssay.
